Bioassay records from PubChem.
DNMT1 inh: human DNMT1 methyltransferase inhibitors, primary screen, biochemical, molecular beacon, fluorescence, HinP1I cleavage, uHTS; DNA (cytosine-5)-methyltransferase 1 (Homo sapiens), P26358; hit rate 0.83% among 360,000; inhibition (reported as % activation of signal), % at 10 µM; in the data active means inhibition above about 50%
eLon inh: inhibitors of E. coli Lon protease, primary screen, biochemical, fluorescence polarization; purified E. coli Lon protease; inhibition, % at 7.94 µM; hit rate 0.42% among 360,000; AID 602123, 2011; in the data active means inhibition above about 13%, passing the limit was not always enough;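 further: 0% = enzyme with probe and DMSO and 100% = no enzyme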
Target sequence (P0A9M0 whole entry, looked up): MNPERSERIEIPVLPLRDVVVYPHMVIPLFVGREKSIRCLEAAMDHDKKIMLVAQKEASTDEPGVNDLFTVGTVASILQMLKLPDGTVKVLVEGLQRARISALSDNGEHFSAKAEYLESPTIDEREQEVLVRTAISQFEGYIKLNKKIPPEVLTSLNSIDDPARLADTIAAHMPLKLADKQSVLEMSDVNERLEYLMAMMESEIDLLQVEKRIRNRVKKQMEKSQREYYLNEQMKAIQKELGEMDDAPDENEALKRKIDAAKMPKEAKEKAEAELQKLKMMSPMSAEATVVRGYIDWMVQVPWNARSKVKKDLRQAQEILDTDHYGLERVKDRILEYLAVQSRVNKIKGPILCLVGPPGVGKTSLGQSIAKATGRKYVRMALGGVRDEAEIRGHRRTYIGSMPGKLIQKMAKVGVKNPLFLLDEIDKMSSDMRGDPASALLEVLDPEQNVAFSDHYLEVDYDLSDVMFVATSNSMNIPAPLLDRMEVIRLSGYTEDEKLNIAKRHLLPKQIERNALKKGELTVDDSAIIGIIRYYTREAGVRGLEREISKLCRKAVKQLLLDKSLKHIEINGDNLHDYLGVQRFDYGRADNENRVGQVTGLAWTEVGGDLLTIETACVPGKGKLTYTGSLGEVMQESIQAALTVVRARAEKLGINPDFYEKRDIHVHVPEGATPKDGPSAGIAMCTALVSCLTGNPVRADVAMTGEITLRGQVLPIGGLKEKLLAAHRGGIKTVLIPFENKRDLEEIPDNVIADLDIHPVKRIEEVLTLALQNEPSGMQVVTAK
SUMO1-SIM PPI: modulators of SUMO1 protein-protein interactions, primary screen, biochemical, uHTS | SUMO1 binding to a labelled peptide, TR-FRET, 1 h | AID 602429, 2012 | inhibition, % at 20 µM | hit rate 0.33% among 360,000; in the data active means inhibition above about 37%
Target sequence (P63165 whole entry, looked up): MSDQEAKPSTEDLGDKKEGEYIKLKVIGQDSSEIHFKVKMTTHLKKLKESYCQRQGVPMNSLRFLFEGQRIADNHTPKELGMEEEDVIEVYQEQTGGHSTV
CendR NRP1 mod: modulators of CendR peptide binding to NRP-1, primary screen, biochemical, fluorescence polarization, uHTS | hit rate 0.85% among 360,000 | FAM-RPARPAR peptide binding to NRP-1 | inhibition, % at 25 µM | Neuropilin-1 (Homo sapiens), O14786;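 active means inhibition or corrected inhibition above about 18%, plus a signal ratio from 0.5 to 1.5, limit read from the data, passing the limit was not always enough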; further: strong numbers were not always called active
Tb MetRS inh: T. brucei MetRS inhibitors, primary screen, biochemical, luminescence; methionyl-tRNA synthetase (Trypanosoma brucei brucei); purified T. brucei MetRS, ATP depletion, Kinase-Glo luminescence; inhibition, % at 11.9 µM; hit rate 0.4% among 360,000; AID 624268, 2012;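 active means inhibition above a per-plate cutoff of the control wells' mean inhibition plus 3 SD, cut at about 5.5% in these data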;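 further: 0% = DMSO wells median and 100% = median of wells with control inhibitor compound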
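Material: T. brucei methionyl-tRNA synthetase, purified; reagent: substrates ATP, L-methionine and bulk Escherichia coli tRNA; dosing: 11.9 µM single point; timing: 15 min plus 2 h at 25 °C; detection: luminescence of leftover ATP; evaluation: % inhibition; control set: DMSO-only wells as low control; replicates: singlicate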
MsrA inhibitor: bovine MsrA enzyme inhibitors, primary screen, biochemical, absorbance, HTS. Methionine sulfoxide reductase A (Bos taurus). purified bovine MsrA, absorbance read-out. inhibition, % at 15.5 µM. hit rate 0.75% among 360,000; in the data active means inhibition above about 4.5%;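 further: 0% = vehicle wells with enzyme and 100% = reference inhibitor wells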
STEP block: STEP phosphatase inhibitors, primary screen, biochemical, fluorescence intensity, uHTS; recombinant STEP, OMFP fluorogenic substrate; inhibition, % at 20 µM; hit rate 0.25% among 360,000;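 active means inhibition at 20 µM, scaled per plate between control wells, above about 37%, limit read from the data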;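 further: 0% = DMSO with enzyme and substrate and 100% = substrate only without enzyme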
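Measure: Control-normalized % inhibition with plate pattern correction | Test system: STEP phosphatase, cell-free reaction | Medium: pH 6.0 Bis-Tris with DTT and Tween 20 | Technique: Fluorescence, 480/540 nm | Times: Reaction 20 min, ambient temperature | Doses: Single compound dose of 20 µM, 1% DMSO final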
Scp1 inh: Scp-1 phosphatase inhibitors, primary screen, biochemical, colorimetric, uHTS | inhibition, % at 20 µM | Recombinant Scp1, phosphopeptide, malachite green phosphate absorbance | hit rate 0.88% among 340,000 | AID 493091, 2011;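 active means inhibition above about 50% at 20 µM, limit read from the data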;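 further: plate controls were DMSO wells with enzyme for no effect and wells lacking enzyme for full effect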
Target sequence (Q9GZU7 76-261 limits assumed): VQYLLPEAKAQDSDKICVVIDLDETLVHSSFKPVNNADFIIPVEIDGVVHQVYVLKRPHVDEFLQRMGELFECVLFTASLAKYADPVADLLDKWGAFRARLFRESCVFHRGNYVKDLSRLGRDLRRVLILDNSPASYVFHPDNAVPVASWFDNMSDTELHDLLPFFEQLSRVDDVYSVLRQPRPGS
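System: truncated SCP-1 phosphatase (76-261aa); medium: Tris acetate buffer pH 5.5 with MgCl2 and Tween-20; incubation: 45 min room-temperature reaction, 5 min colour, 30 min stabiliser; compound: single 20 µM dose, 1% DMSO; reagent: Phosphorylated 17-residue peptide substrate; read-out: % inhibition at 20 µM; technique: colorimetric free-phosphate detection, absorbance 630 nm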
LMPTP block: LMPTP phosphatase inhibitors, primary screen, biochemical, fluorescence intensity, uHTS; hit rate 0.22% among 360,000; inhibition, % at 20 µM; Low molecular weight phosphotyrosine protein phosphatase (Homo sapiens), P24666; recombinant LMPTP-A, OMFP fluorogenic substrate;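 active means compounds that cut the enzyme signal by at least half of the control window in the single-dose screen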;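 further: plate controls were DMSO wells with enzyme plus substrate for no effect and substrate without enzyme for full effect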
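test system = LMPTP-A | amount = 0.625 nM LMPTP-A final | reagent = fluorogenic phosphatase substrate OMFP at 400 µM final | incubation = 50 min at room temperature | benchmarks = no-enzyme low control, uninhibited high control | medium = Bis-Tris pH 6.0, DTT, detergent | signal = fluorescence intensity of OMFP turnover product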
bovine MsrA act: bovine MsrA enzyme activators, primary screen, biochemical, absorbance, HTS. purified bovine MsrA, absorbance read-out. hit rate 0.3% among 360,000. Methionine sulfoxide reductase A (Bos taurus). activation, % at 10.6 µM. AID 602163, 2012; in the data active means activation above about 7.5%;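 further: 0% = vehicle and 100% = reference activator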
* hit, by the source's call; x = not tested or not shown.

SMILES,DNMT1 inh,eLon inh,SUMO1-SIM PPI,CendR NRP1 mod,Tb MetRS inh,MsrA inhibitor,STEP block,Scp1 inh,LMPTP block,bovine MsrA act
CC(=O)NC(CCS(C)(=O)=O)C(=O)Nc1c(F)cccc1F (stereo not drawn),1.3,3.0,0.3,2.8,-0.6,-0.4,-4.4,0.0,-2.5,-12.2
COC(=O)/C(=C\c1c[nH]c2ccccc12)NC(C)=O,1.4,-14.5,-9.5,-3.2,-0.4,3.8,3.6,-4.7,-0.1,-11.5
Oc1ccc(C[C@@H]2CNCCN2CC2(c3ccccc3)CC2)cc1,2.5,11.3,3.3,3.0,-0.2,-0.4,4.1,-1.6,-2.5,-3.6
CCn1c(SCC(=O)Nc2ccc3c(c2)n(C)c(=O)n3C)nnc1-c1ccncc1,2.2,-4.9,-2.4,10.9,-0.1,2.2,-1.5,-4.8,-0.8,-6.5
CCn1nc(C)c([N+](=O)[O-])c1C(=O)NNC(=O)c1ccc(Cl)cc1,0.7,1.1,-1.6,13.0,0.1,-0.2,-1.6,-3.8,-1.4,-8.6
NC(=O)c1c(NC(=O)CSc2nnc(Cc3ccccc3)n2Cc2ccco2)sc2c1CCC2,-5.7,22.2*,1.3,2.3,-0.4,-0.3,-1.6,3.1,0.7,-0.3
COc1cc2[nH]c(=O)n(CCCC(=O)N3CC=C(c4ccccc4)CC3)c(=O)c2cc1OC,-5.5,-1.2,-0.3,-7.7,-0.3,-0.5,-1.5,-1.9,0.1,-3.7
O=C(Cc1ccsc1)Nc1ccc(Cl)cc1Cl,1.6,-0.1,2.4,2.0,-0.7,-0.3,3.4,25.6,-1.2,-10.7
CCC(c1nnnn1-c1ccc2c(c1)OCCO2)N1CCN(CCN2CCOCC2)CC1 (stereo not drawn),x,0.0,3.5,1.3,-0.5,0.2,x,x,-1.7,-2.2
COC(=O)CNc1nc(Cl)nc(Nc2ccc(C)cc2)n1,7.5,0.3,1.0,13.3,-0.8,0.0,-0.1,3.4,0.8,-7.5
CC(C)(C)C(=O)COC(=O)c1ccc2c(c1)C(=O)N(Cc1ccco1)C2=O,-1.7,-5.7,-37.4,10.3,-0.2,-1.0,2.8,-7.5,1.5,-1.1
COCN(C#N)c1nc(N(C)C)nc(N(C)C)n1,-0.1,0.7,3.4,1.8,-0.5,-0.9,-0.8,-10.6,-1.7,-3.0
Cc1cc(C(=O)OCC(=O)N2c3ccccc3CC2C)c(C)o1 (stereo not drawn),-0.3,1.7,0.2,13.8,-0.5,1.1,-0.6,-2.2,-1.3,-0.1
Cc1c(-c2ccccc2)nc(-c2ccccc2)[nH]c1=O,15.4,-4.1,-0.2,0.2,-0.3,-0.5,0.6,-6.5,-4.1,4.2
CCOC(=O)c1[nH]cnc1C(=O)Nc1ccccc1C,3.6,1.6,-1.8,4.3,-0.1,0.8,-4.6,-9.3,0.5,-4.5
COc1ccc(-n2cc(CN(C)C3CCOCC3)c(-c3cccc(F)c3)n2)cc1,0.4,-8.2,-1.9,0.4,-0.1,0.1,-2.5,-9.6,-2.2,-2.5

Printed as active in eLon inh, of those listed so far:
SMILES	DNMT1 inh	eLon inh	SUMO1-SIM PPI	CendR NRP1 mod	Tb MetRS inh	MsrA inhibitor	Scp1 inh	LMPTP block	bovine MsrA act
NC(=O)c1c(NC(=O)CSc2nnc(Cc3ccccc3)n2Cc2ccco2)sc2c1CCC2	-5.7	22.2*	1.3	2.3	-0.4	-0.3	3.1	0.7	-0.3

Later entries:
SMILES,DNMT1 inh,eLon inh,SUMO1-SIM PPI,CendR NRP1 mod,Tb MetRS inh,MsrA inhibitor,STEP block,Scp1 inh,LMPTP block,bovine MsrA act
COc1ccc(-c2csc(C(O)c3ccc(F)c(F)c3)n2)cc1 (stereo not drawn),7.4,2.7,-8.3,8.8,-0.2,-1.1,-1.8,x,1.2,-3.5
COC(=O)C1=C(CS(=O)(=O)c2ccc(Cl)cc2)NC(=O)NC1c1ccc(O)cc1 (stereo not drawn),27.3,-0.7,-3.4,3.3,-0.7,-1.2,92.6*,8.4,-0.7,-7.6
Cc1cccc(OCCOC(=O)CN2C(=O)NC3(CCCC3)C2=O)c1,6.3,0.9,0.6,0.4,-0.5,-0.7,0.3,1.6,-1.1,-0.1
CN(C)CCCNC(=O)C[C@H]1C[C@H](C(=O)N2CCCCC2)[C@@]2(C)c3[nH]c4ccc(Cl)cc4c3CCN2C1=O,-2.3,-16.2,-10.2,16.7,-0.1,-0.6,-2.4,4.1,-9.4,4.2
Cc1cc(C)c2nc(N3CCC(C(=O)NCCCN4CC(C)CC(C)C4)CC3)sc2c1 (stereo not drawn),0.2,1.8,4.2,4.1,2.8,-2.1,-1.0,-3.1,-0.1,-0.4
C=CCn1c(=O)c2ccccc2n2c(SCc3csc(-c4ccccc4)n3)nnc12,3.3,-3.2,1.1,-11.4,-0.2,-0.9,-2.1,-11.7,0.5,-9.5
COc1ccc(/C=N/OCc2ccccc2C#N)c(OC)c1,-1.6,1.6,1.2,2.4,-0.1,0.6,-1.1,-1.3,2.3,-1.2
COc1ccc(C(=O)Nc2ccc(N3CCN(C)CC3)cc2)cc1[N+](=O)[O-],0.6,1.9,-13.7,-19.5,-0.2,0.5,-2.5,-6.1,0.7,-4.4
CCn1c(CC(=O)Nc2ccccc2)nnc1SCC(=O)NC1CCCC1,0.5,8.9,37.4,-4.8,0.8,0.2,-3.1,-0.8,0.4,-2.1
CC1=C(C(=O)N2CCOCC2)CC(CC(=O)NCCCCc2ccccc2)C(=O)N1Cc1ccc(F)cc1 (stereo not drawn),0.5,-4.7,1.1,-0.9,-0.1,-0.3,-3.9,x,-0.9,0.3
CCn1c(C)[n+](CC)c2ccc(C(=O)N(C)c3ccccc3)cc21,3.7,-4.6,4.9,11.7,-0.2,1.4,0.4,12.2,-1.0,7.2
Cc1cccc2[nH]c(CN(C)C(=O)CC3C(=O)NCCN3CC(C)(C)C)nc12 (stereo not drawn),-3.8,11.9,-4.2,4.6,0.3,1.9,-1.5,-0.8,0.2,-2.4
O=C(COC(=O)COc1ccc(Br)cc1)Nc1ccc2c(c1)OCCO2,-3.6,-7.3,3.4,-3.0,0.1,-0.8,-0.2,-14.2,0.8,-2.4
Cc1cc(NC(=O)c2ccccc2-c2ccccc2)ccc1Br,3.1,5.4,2.8,7.3,0.5,1.8,1.5,-21.1,4.0,-1.3
COc1cccc2cc(C(=O)Nc3ccc(F)cc3)c(=Nc3ccc(C(=O)O)cc3)oc12,10.2,-4.5,22.4,-2.6,-0.1,-1.5,-2.1,102.1*,34.6,-3.8
CC(=O)Nc1ccccc1NS(=O)(=O)c1ccc(Cl)cc1,-2.0,2.8,-2.8,5.5,-0.4,-0.1,-1.5,-5.8,-1.4,-2.9
COc1ccc(/C=C/C(=O)NCCc2c[nH]c3ccccc23)cc1OC,-3.7,2.7,-10.9,5.0,-0.3,1.1,0.4,-15.2,1.2,-1.4
C/C(Cn1nnc([N+](=O)[O-])n1)=N\NC(=O)c1ccccc1O,-5.6,-0.1,-34.5,5.6,0.1,1.1,-0.3,-5.2,-1.7,3.2
c1ccc(-c2nnc(-c3ccco3)o2)cc1,10.1,-2.1,-0.6,4.3,-0.4,-1.4,-0.8,-2.2,-0.8,-3.0
C[N+](C)(C)CC/C=C1/c2ccccc2CSc2ccccc21,-2.6,1.7,2.8,-1.8,0.6,-0.4,1.6,76.9*,0.1,-1.3
Cc1ccc(S(=O)(=O)N2CCOCC2)cc1NC(=O)CSc1nnc2n1CCCCC2,-1.9,1.8,19.4,0.7,-0.2,0.6,-1.2,-7.3,-0.8,-0.5
Cn1c2ccccc2c2cc(C(=O)O)ccc21,-6.1,-2.7,0.3,-10.6,-1.0,0.3,-5.4,-5.2,0.2,-8.6
Cc1ccc(S(=O)(=O)N(CC(=O)N/N=C/c2cccc3c2OCCO3)c2ccccc2F)cc1,-6.0,-2.4,-2.8,11.5,-1.4,0.7,0.3,-14.5,4.8,-11.5
CCC(=O)Nc1ccc2nn(-c3ccc(F)cc3)nc2c1,-10.8,-13.2,-10.5,-4.0,0.1,1.5,-0.6,-12.1,1.3,-0.4
CC1(C)CC(=O)c2cc(C(=O)NC3CCSC3=O)c(=O)n(-c3ccc(Cl)cc3)c2C1 (stereo not drawn),10.1,-15.2,0.6,-7.9,-0.8,2.1,-3.7,-2.0,-0.7,-4.7
CCOC(=O)[C@]12CCCC=C1N(Cc1ccco1)C(=O)[C@H](CC(=O)NCCCCc1ccccc1)C2,x,-1.1,7.3,0.4,-0.2,-0.4,x,x,0.4,-1.3
COc1ccc(CNC(=O)C2CCN(S(=O)(=O)N3CCOCC3)CC2)cc1,0.4,-2.3,4.0,23.8,-0.5,0.1,-7.4,2.0,1.0,0.9
COC(=O)c1ccccc1-c1cn(C)c2ccccc2c1=O,-3.8,-4.9,3.8,-5.2,0.0,2.5,-4.0,0.8,-0.9,-1.7
COc1ccc(Cn2c(=O)[nH]c3cc(C(=O)NCCCN4CCCC4=O)ccc3c2=O)cc1,-1.8,4.5,1.4,10.0,0.6,0.8,1.3,-7.3,-1.4,-1.3
CCCCN1C(=O)C(=O)NC[C@@H]1C(C)O (stereo partly drawn),7.1,-5.6,5.2,6.3,-0.4,0.5,1.0,0.6,-0.2,-10.1
CCCCn1c(SCC(=O)N(C)C)nnc1-c1ccncc1,-0.5,-3.6,4.1,-3.9,-0.5,0.6,-1.2,-10.7,-0.8,-1.8
COc1cc(-n2c(=O)c3ccccc3n(Cc3ccccc3)c2=O)cc(OC)c1OC,1.9,-5.2,-0.9,-4.5,-1.3,-0.8,-0.2,-13.2,-0.7,-9.5

Random excerpt: 2 entries already listed.
SMILES,DNMT1 inh,eLon inh,SUMO1-SIM PPI,CendR NRP1 mod,Tb MetRS inh,MsrA inhibitor,STEP block,Scp1 inh,LMPTP block,bovine MsrA act
COc1ccc(CNC(=O)C2CCN(S(=O)(=O)N3CCOCC3)CC2)cc1,0.4,-2.3,4.0,23.8,-0.5,0.1,-7.4,2.0,1.0,0.9
CCOC(=O)[C@]12CCCC=C1N(Cc1ccco1)C(=O)[C@H](CC(=O)NCCCCc1ccccc1)C2,x,-1.1,7.3,0.4,-0.2,-0.4,x,x,0.4,-1.3

Hits appear at their usual frequency, and some 4.3% of all compounds hit somewhere here.
